PP1 counter: blocks human PP1-alpha phosphatase, a PP5 counter-screen | P62136 | purified PP1alpha, OMFP fluorescence | inhibition, % at 6.7 µM | 0.9% of 320,000 active;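 active means inhibition above the mean inhibition of all tested compounds plus 3 SD, computed separately for each screening campaign, cut at about 15% in these data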
Target sequence (P62136 whole entry, looked up): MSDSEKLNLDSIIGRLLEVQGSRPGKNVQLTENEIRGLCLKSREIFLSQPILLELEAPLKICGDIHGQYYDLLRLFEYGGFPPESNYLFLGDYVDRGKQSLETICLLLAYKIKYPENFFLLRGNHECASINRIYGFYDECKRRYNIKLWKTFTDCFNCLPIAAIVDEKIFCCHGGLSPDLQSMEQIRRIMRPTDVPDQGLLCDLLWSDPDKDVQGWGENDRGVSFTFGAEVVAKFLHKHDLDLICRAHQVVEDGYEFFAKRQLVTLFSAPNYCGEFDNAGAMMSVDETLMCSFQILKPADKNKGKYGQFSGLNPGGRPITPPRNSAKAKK
TPT1 inh: inhibitors of Candida albicans tRNA 2'-phosphotransferase TPT1. recombinant caTPT1, FP RNA substrate dephosphorylation. inhibition, % at 5 µM. 0.81% of 300,000 active;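 active means inhibition above the mean of all tested compounds plus 3 SD, set per screening campaign, cut at about 24% in these data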;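 further: plate controls were DMSO alone for no effect and ferristatin control at 100 nM for full effect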
PP5 inh: PP5 (human) phosphatase inhibition. P53041. purified PP5c, OMFP substrate fluorescence. inhibition, % at 6.7 µM. 0.18% of 320,000 active. AID 1987;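 active means inhibition above the campaign's mean inhibition across all tested compounds plus 3 SD, cut at about 9.5% in these data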;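 further: 0% = DMSO only and 100% = 100 µM cantharidin control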
Target sequence (P53041 whole entry, looked up): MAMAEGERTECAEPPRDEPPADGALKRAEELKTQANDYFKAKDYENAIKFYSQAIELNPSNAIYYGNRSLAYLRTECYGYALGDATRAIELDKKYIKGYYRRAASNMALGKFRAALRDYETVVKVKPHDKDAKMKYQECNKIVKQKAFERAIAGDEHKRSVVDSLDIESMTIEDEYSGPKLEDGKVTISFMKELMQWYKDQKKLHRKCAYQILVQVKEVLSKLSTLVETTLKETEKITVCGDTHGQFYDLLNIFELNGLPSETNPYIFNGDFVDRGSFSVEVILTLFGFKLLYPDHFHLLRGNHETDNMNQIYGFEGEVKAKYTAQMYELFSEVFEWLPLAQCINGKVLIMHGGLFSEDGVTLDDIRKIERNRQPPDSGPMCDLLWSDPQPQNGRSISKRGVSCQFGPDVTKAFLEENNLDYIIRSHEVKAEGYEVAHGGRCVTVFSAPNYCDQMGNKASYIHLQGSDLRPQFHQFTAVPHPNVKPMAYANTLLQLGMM
proCasp3 act: activators of human procaspase-3; P42574; recombinant procaspase-3 D3A, Ac-DEVD-pNA absorbance 405 nm; activation, % at 8.5 µM; 0.11% of 330,000 active;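 active means activation above the mean of all tested compounds plus 3 SD, cut at about 21% in these data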;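 further: 0% = DMSO alone and 100% = DMSO wells spiked with extra 5 µM PC-3 D3A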
Target sequence (P42574 whole entry D9A/D28A/D175A): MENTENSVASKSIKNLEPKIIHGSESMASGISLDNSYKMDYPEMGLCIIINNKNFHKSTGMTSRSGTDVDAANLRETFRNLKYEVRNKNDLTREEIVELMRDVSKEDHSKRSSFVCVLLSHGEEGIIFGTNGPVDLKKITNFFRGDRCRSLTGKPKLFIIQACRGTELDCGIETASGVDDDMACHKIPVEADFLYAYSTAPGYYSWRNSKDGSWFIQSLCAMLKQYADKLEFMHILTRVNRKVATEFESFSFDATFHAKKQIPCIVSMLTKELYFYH
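Assay system: Procaspase-3 D3A mutant, all three cleavage aspartates alanine. Buffer or medium: Zinc-free HEPES saline buffer with Triton X-100. Times: 1 h compound preincubation, 2 h substrate hydrolysis at 25 °C. Measured by: 405 nm absorbance of p-nitroaniline, reads at 0 and 120 min. Read-out basis: percent activation relative to control range. Replicates: singlicate.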
JMJD2C inh: human JMJD2C demethylase inhibition; GST-JMJD2C(1-420) H3K9me3 demethylation, DELFIA europium; inhibition, % at 2.35 µM; 0.069% of 330,000 active; AID 2099;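 active means more than half of a compound's replicate wells show inhibition beyond 50%, single wells judged on their own value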;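 further: signal counts dimethyl H3K9 product captured on neutravidin plate; 0% = median of DMSO wells and 100% = 0.3 times that DMSO median; strong numbers were not always called active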
Fh CTSL1 inh: blocks F. hepatica cathepsin L1 in PFM18AAP counter-screen. recombinant F. hepatica cathepsin L1, Z-Leu-Arg-MCA fluorescence. inhibition, % at 5.96 µM. 0.49% of 300,000 active. AID 1906;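 active means inhibition above the mean of all tested compounds plus 3 SD, set per screening campaign, cut at about 17% in these data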;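 further: 0% = plate median of test compound wells and 100% = 1 µM Z-Phe-Ala-diazomethylketone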
HCV core dimer: blocks dimerization of HCV core protein. 0.33% of 300,000 active. inhibition, % at 5 µM. TR-FRET GST/Flag-core106 dimerization, 1536-well;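 active means inhibition above the mean of all tested compounds plus 3 SD, set per screening campaign, cut at about 45% in these data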
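System: GST-tagged and Flag-tagged HCV core protein residues 1-106 / Input: core106 proteins, GST 13.5 nM and Flag 17 nM / Buffer or medium: KF-containing HEPES buffer, pH 7.45, DTT, CHAPS, BSA / Probe or stimulus: Eu-anti-GST and XL665-anti-Flag labelled anti-tag antibodies / Schedule: 4 h, 22.5 °C incubation / Technique: TR-FRET 671 and 617 nm emission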
Efflux pump inh: blocks antifungal efflux pumps in multiplex yeast assay | S. cerevisiae Candida pump triplex, Nile Red efflux | inhibition, % at 10 µM | 0.44% of 330,000 active | AID 485275;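 active means plate passing quality check with inhibition over a set limit, or well fluorescence over plate mean plus 4 SD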;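 further: Nile Red retained in pooled yeast measured as flow cytometry median fluorescence; 0% = buffer negative control and 100% = Enniatin B positive control; higher means more Nile Red kept so more efflux inhibition; some compounds called inactive have numbers as strong as hits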
proCasp7 act: counter-screen for procaspase-3 activators: activators of human procaspase-7 | P55210 | recombinant procaspase-7, Ac-DEVD-pNA absorbance 405 nm; D23A/D198A/D206A triple mutant, cannot self-cleave; scale: DMSO 0, 5 µM enzyme 100 | activation, % at 8.5 µM | 0.093% of 330,000 active | AID 463210;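 active means percent activation above the screen-wide mean plus 3 SD, cut at about 25% in these data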
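Assay system: Uncleavable procaspase-7 mutant enzyme / Input: 2 µM procaspase-7 mutant as dispensed / Dosing: single nominal 8.5 µM compound dose, 0.8% DMSO final / Timing: 1 h enzyme–compound preincubation and 2 h substrate reaction, both 25 °C / Detection: p-Nitroaniline absorbance at 405 nm, read at 0 and 120 min / Replication: singlicate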
An asterisk follows results filed as active; . = not tested or not shown; & = joins results of further samples.

SMILES	PP1 counter	TPT1 inh	PP5 inh	proCasp3 act	JMJD2C inh	Fh CTSL1 inh	HCV core dimer	Efflux pump inh	proCasp7 act
CCOC(=O)c1cc(-c2ccc(F)cc2)n(CC(=O)NCc2cccnc2)c1C	-1.2	0.8	5.2	1.6	9.4	1.5	3.9	-0.2	3.8
CN1CCN(C(=O)c2cn(C)c3ccc(S(=O)(=O)N(C)C4CCCCC4)cc3c2=O)CC1	-3.0	-1.3	-1.1	13.0	-3.8	-0.7	3.7	-0.2	6.8
O=C(c1cccs1)N1CCN(S(=O)(=O)Cc2ccccc2)CC1	-4.0	-2.3	1.2	-8.8	16.0	-1.0	1.6	0.0	5.7
COc1ccc(Cc2nnc(N/N=C/c3ccccc3O)[nH]c2=O)cc1OC	1.5	0.8	1.0	5.7	3.5	-1.1	-5.5	-0.3	-10.9
O=C(CSc1nnc(NC(=O)C2CC2)s1)Nc1ccccc1	-2.4	-3.5	0.0	-1.1	10.2	5.6	8.4	0.0	1.8
CCc1cc2c(NC3CCCC3)ncnc2s1	1.8	-0.3	0.9	-2.9	4.9	-3.5	-2.3	0.0	-7.4
CC1=NN(C(=O)Cc2ccc([N+](=O)[O-])cc2)C(O)(C(F)(F)C(F)(F)F)C1 (configuration not stated)	-5.0	-2.9	-2.5	-5.7	7.0	-4.0	2.7	0.0	-0.7
CN(Cc1ccccc1)C(=O)c1ccccc1C(=O)OCC(=O)N(Cc1ccccc1)C(C)(C)C	.	.	.	8.5	-2.7	.	.	-0.1	4.5
Cc1ccc(S(=O)(=O)NC(=O)COc2ccccc2)cc1	-6.0	-2.5	-0.8	2.0	3.6	-2.2	2.1	0.1	16.6
CCOc1ccc(C(C)NC(=O)c2ccccc2F)cc1 (configuration not stated)	2.4	-4.5	-0.9	9.6	1.9	1.7	1.6	3.3	3.0
CC1=CC(C)=Nc2ccc(C)cc2N1	4.8&-12.6	2.4&2.2	0.8&1.3	7.9&0.3	28.9&11.9	4.8&3.9	-3.4&-5.8	0.0&-0.1	2.7&-8.6
Cc1ccc(N(Cc2ccc(C(=O)NCCSc3ccccn3)cc2)S(C)(=O)=O)cc1C	1.5	3.1	0.1	3.5	-4.0	3.5	4.4	0.4	-2.2
O=C(CNS(=O)(=O)c1ccccc1)Nc1ccccc1Br	-0.4	1.1	1.3	0.2	-0.3	0.4	8.5	-0.1	0.6
N=c1sccn1CC(=O)N1N=C(c2ccc(Cl)cc2)CC1c1ccco1 (configuration not stated)	-0.3	1.9	0.4	-4.5	2.4	1.8	-2.7	0.2	-7.8
COc1ccc(NC(=O)C2CCN(C(=O)c3cccs3)CC2)cc1OC	-1.9	1.0	1.2	5.9	-2.3	-4.8	8.9	0.1	-0.6
Cc1ccc(N(C(C)C(=O)O)S(=O)(=O)c2cccnc2)cc1 (configuration not stated)	-4.0	1.0	1.6	-0.7	-1.5	2.3	-2.1	-0.3	5.3
CCOC(=O)c1c(-c2cccc([N+](=O)[O-])c2)csc1NC(=O)C1CCCCC1	-0.4	0.4	-1.8	6.3	-2.7	1.6	3.5	0.0	6.8
O=C(CSc1cccc2cccnc12)N/N=C/c1ccncc1	-2.0	-2.1	-2.3	-1.8	-2.5	-2.3	-4.4	0.0	5.3
CC(C)CC1(C)NC(=O)NC1=O (configuration not stated)	-3.0	-5.7	0.7	-3.8	-7.8	-0.8	-4.5	-0.1	-11.5
CCOC(=O)c1nn(-c2ccc(C)c(C)c2)c(=O)c(C#N)c1C	-1.2	-2.7	-2.6	0.8	1.0	0.4	8.6	0.1	8.0

Sorted by number of heavy atoms (rising): some entries from above
SMILES	PP1 counter	TPT1 inh	PP5 inh	proCasp3 act	JMJD2C inh	Fh CTSL1 inh	HCV core dimer	Efflux pump inh	proCasp7 act
CCOc1ccc(C(C)NC(=O)c2ccccc2F)cc1 (configuration not stated)	2.4	-4.5	-0.9	9.6	1.9	1.7	1.6	3.3	3.0
O=C(CSc1cccc2cccnc12)N/N=C/c1ccncc1	-2.0	-2.1	-2.3	-1.8	-2.5	-2.3	-4.4	0.0	5.3
CN1CCN(C(=O)c2cn(C)c3ccc(S(=O)(=O)N(C)C4CCCCC4)cc3c2=O)CC1	-3.0	-1.3	-1.1	13.0	-3.8	-0.7	3.7	-0.2	6.8

Further compounds:
SMILES	PP1 counter	TPT1 inh	PP5 inh	proCasp3 act	JMJD2C inh	Fh CTSL1 inh	HCV core dimer	Efflux pump inh	proCasp7 act
Cc1ccc(C(C)C)c(OCCCN2CC(C)OC(C)C2)c1 (configuration not stated)	1.0	0.8	0.9	1.1	8.7	-1.0	-3.2	0.0	19.4
CCNC(=S)N(CCN(C)C)Cc1cc2cc(OCC)ccc2[nH]c1=O	2.6	-0.4	1.8	1.1	-8.5	-0.8	-1.3	0.0	3.8
COc1ccccc1NC(=O)Cc1csc(NC(=S)Nc2ccc(C)cc2)n1	12.1	-1.9	5.1	-17.4	1.2	2.0	2.7	0.1	-11.8
NC(=O)[C@@H]1CC2(CC(c3cccc(NC(=O)CC(c4ccccc4)c4ccccc4)c3)=NO2)CN1C(=O)COc1ccc(Cl)cc1 (some centres not stated)	12.3	-0.5	2.7	-2.7	-33.6	6.1	19.6	-0.1	-8.9
COc1ccc(-c2c(C)n([O-])c3c([n+]2=O)CCC3)cc1OC	0.1	-0.5	-1.2	8.6	-8.8	1.5	4.8	-0.1	-4.3
Cn1c(NNC(=O)C2CCCCC2)cc(=O)n(C)c1=O	-2.5	-3.4	-1.4	-0.4	-37.8	-1.9	-1.0	-0.3	1.0
Cc1ccc2cc(C3CC(c4ccco4)=NN3S(=O)(=O)c3ccccc3)c(Cl)nc2c1 (configuration not stated)	1.2	4.1	3.6	-3.7	10.2	0.1	45.0	0.1	-9.7
COc1ccc(NC(=O)CNC(=O)Cc2ccccc2)cc1OC	-3.6	-0.3	-2.5	5.2	-3.0	1.4	3.6	0.0	-2.2
O=C(Nc1ccccc1)OCc1cncs1	-0.1	-3.3	-1.6	-5.9	2.1	-5.8	-1.7	0.2	12.0
O=C(CC(c1ccco1)C1CCCCC1=O)c1ccco1 (configuration not stated)	-3.5	0.2	1.3	3.2	10.0	63.6*	9.7	0.1	0.6
CCOC(=O)CN(C(=O)CSc1nnc2c(n1)[nH]c1ccc(F)cc12)c1ccccc1	1.3	-2.2	3.4	-8.0	7.5	-2.0	10.3	0.0	-3.1
CCCN(CCC)CCCNC(=O)C(NS(=O)(=O)c1ccc2c(c1)CCC(=O)N2)c1ccccc1 (configuration not stated)	-3.7	-1.6	-1.5	2.7	-20.3	1.1	-3.9	0.2	2.5
O=C(Cn1nnc2ccccc2c1=O)NCc1ccc(Cl)cc1	-7.5	-2.1	-3.4	5.5	15.6	-3.7	4.7	0.1	10.8
COc1ccc(/C(C)=N/OC/C(O)=C(\C#N)c2nc3ccccc3[nH]2)cc1OC	6.7	6.7	-5.9	1.3	-20.7	11.1	-6.4	0.0	-3.7
O=C(COC(=O)C1CC2CCCC(C1)C2=O)NNC(=O)c1ccc([N+](=O)[O-])cc1 (configuration not stated)	0.9	-2.2	-0.4	10.8	109.0	-12.0	1.8	0.0	8.3
CCCCNC(=S)N(C)/N=C/c1ccc(OCc2ccc(C(=O)OC)cc2)c(OC)c1	-0.1	-2.0	0.6	7.1	9.2	-4.4	-2.9	0.0	0.2
O=[N+]([O-])c1ccc(C[n+]2ccc(Cc3ccccc3)cc2)cc1	-2.4	-4.7	0.3	0.4	1.8	-1.3	-1.6	0.0	2.9
Cc1ccc(Cn2cccc(-c3nc4ccccc4s3)c2=O)cc1	-2.3	1.0	2.2	11.4	6.8	3.5	0.5	0.1	43.2*
CC(=O)c1cc(NC(=O)c2cccc(C(F)(F)F)c2)c(=O)oc1/C=C/N(C)C	-1.4	117.0*	1.0	4.3	-3.6	0.8	-15.1	0.0	1.6
CCN(Cc1ccccc1)C(=O)C1CCN(C/C(C)=C/c2ccccc2)CC1	0.7	0.2	1.0	-9.5	-14.3	-0.4	-9.7	0.8	-3.1
S=C(Nc1ccccc1)N1CCN(C/C=C/c2ccccc2)CC1	-1.8	0.2	2.6	3.0	-3.8	3.5	-3.3	0.0	-4.5
CNC(=S)N1N=C(c2ccccc2)CC1c1ccc(Br)cc1 (configuration not stated)	0.2	-1.1	3.0	-8.1	-0.9	1.8	-0.8	0.1	10.5
CCOC(=O)Cn1c(C)c(Br)c(=O)c2cccc(C)c21	1.5	-1.3	2.5	0.4	-7.7	2.4	20.2	0.1	6.9
COC(=O)Cc1cc(=O)oc2cc(OC)ccc12	-0.7	0.2	2.1	-9.0	-3.9	1.0	-1.4	-0.1	3.6
O=C(O)CCCC(=O)N1CCc2cc(S(=O)(=O)NCc3ccc(F)cc3)ccc21	-1.6	3.3	-0.6	-2.4	-8.5	-1.0	1.4	0.3	-6.6
CCOC(=O)CNC(=O)Cc1ccc(OC)cc1	-2.5	-0.6	1.8	7.3	15.0	-4.0	-2.6	0.1	2.1
Cc1nc2nc[nH]c2cc1Br	-2.4	-2.3	1.8	2.9	16.3	-1.9	-5.4	0.8	4.9
O=C(NCCC1=CCCCC1)C1CCC(CNS(=O)(=O)c2ccccc2)CC1 (configuration not stated)	-0.5	2.7	0.5	-3.9	-5.3	3.1	4.4	0.8	11.1
CCOc1ccc(N(CC(=O)NC2CCCC2)S(=O)(=O)c2c(C)noc2C)cc1	-2.0	-3.7	-2.3	-7.4	5.7	-2.3	0.9	-0.1	8.0
O=C(Nc1cccc(-c2nc3cccnc3s2)c1)c1ccco1	-3.4	-1.7	4.9	-4.7	-3.4	-3.2	6.9	0.1	-2.0
COc1ccc(-c2cn3c(C)c(C(=O)NCCN4CCOCC4)sc3n2)cc1	-1.6	2.6	0.8	-10.2	8.4	-1.9	9.6	0.2	1.0
Cc1c(Cl)cccc1NC(=O)C1CC2CCC1C2 (configuration not stated)	-0.7	-0.1	1.6	2.6	-19.5	-2.1	-2.0	0.1	8.8
Cc1csc(NC(=O)C2=COCCO2)n1	-6.7	-2.2	-1.1	-3.5	-7.7	2.9	-1.5	0.1	6.2

Whole records, quoted from the list. Values in the order: PP1 counter, TPT1 inh, PP5 inh, proCasp3 act, JMJD2C inh, Fh CTSL1 inh, HCV core dimer, Efflux pump inh, proCasp7 act
`CN1CCN(C(=O)c2cn(C)c3ccc(S(=O)(=O)N(C)C4CCCCC4)cc3c2=O)CC1` is listed as -3.0, -1.3, -1.1, 13.0, -3.8, -0.7, 3.7, -0.2, 6.8
`Cc1ccc(C(C)C)c(OCCCN2CC(C)OC(C)C2)c1` (configuration not stated) is listed as 1.0, 0.8, 0.9, 1.1, 8.7, -1.0, -3.2, 0.0, 19.4
`COc1ccc(/C(C)=N/OC/C(O)=C(\C#N)c2nc3ccccc3[nH]2)cc1OC` is listed as 6.7, 6.7, -5.9, 1.3, -20.7, 11.1, -6.4, 0.0, -3.7

High-throughput results deposited in PubChem by several laboratories.
